Screens as filed in PubChem.
hIAP act = increases human intestinal alkaline phosphatase activity; purified human IAP, CDP-Star luminescence, 30 min; stronger effect = higher value; 1 = vehicle-only enzyme, 0 = enzyme-free background; activation factor at 10 µM; 330,000 tested, 0.16% active; AID 2524;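 active = activation factor of the enzyme at least 2-fold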; note: the source names both 10 and 20 µM as test concentration; values of inactives mirror those of a sister screen read the other way
Target sequence (P09923 whole entry, looked up): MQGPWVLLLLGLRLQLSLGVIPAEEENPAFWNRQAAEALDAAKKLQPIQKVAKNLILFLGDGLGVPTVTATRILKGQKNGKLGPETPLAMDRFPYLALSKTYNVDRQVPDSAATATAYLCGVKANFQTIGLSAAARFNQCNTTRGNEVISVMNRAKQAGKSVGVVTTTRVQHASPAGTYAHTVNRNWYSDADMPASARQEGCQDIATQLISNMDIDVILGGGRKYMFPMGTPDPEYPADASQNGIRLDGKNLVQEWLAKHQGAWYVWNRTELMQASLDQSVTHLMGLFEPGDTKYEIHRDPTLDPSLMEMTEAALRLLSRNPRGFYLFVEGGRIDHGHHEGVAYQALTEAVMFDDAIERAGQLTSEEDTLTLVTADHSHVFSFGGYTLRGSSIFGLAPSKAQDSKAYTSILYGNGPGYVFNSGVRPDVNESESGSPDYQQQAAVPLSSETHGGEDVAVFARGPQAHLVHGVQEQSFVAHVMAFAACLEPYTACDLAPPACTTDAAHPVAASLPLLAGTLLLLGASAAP
ATG4B inh = inhibitors of human ATG4B cysteine protease | 340,000 tested, 0.51% active | ATG4B cleavage of LC3-PLA2, NBD-HPC fluorescence, 1 h | inhibition, % at 8.33 µM | AID 504462 | Q9Y4P1; in the data active = inhibition above about 40%
NR3A LBD binder = NR3A (human) ligand-binding domain modulation; NR3A LBD differential scanning fluorimetry, Tm shift; 0% = protein alone, 100% = glycine-bound protein; Tm shift relative to glycine control, % at 25 µM; 340,000 tested, 2.5% active; AID 1259313;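 active = melting temperature shift of at least 10% of the positive control shift, at one fixed dose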
SENP6 inh = SENP6 protease inhibition; inhibition, % at 10 µM; 330,000 tested, 1.8% active; Q9GZR1; AID 2599; Recombinant SENP6 catalytic domain, aminoluciferin luminescence;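 active = inhibition above about 50% at the single tested dose, limit read from the data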;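 note: plate controls were DMSO wells with enzyme for no effect and DMSO wells lacking enzyme for full effect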
Target sequence (Q9GZR1 628-1112 limits assumed): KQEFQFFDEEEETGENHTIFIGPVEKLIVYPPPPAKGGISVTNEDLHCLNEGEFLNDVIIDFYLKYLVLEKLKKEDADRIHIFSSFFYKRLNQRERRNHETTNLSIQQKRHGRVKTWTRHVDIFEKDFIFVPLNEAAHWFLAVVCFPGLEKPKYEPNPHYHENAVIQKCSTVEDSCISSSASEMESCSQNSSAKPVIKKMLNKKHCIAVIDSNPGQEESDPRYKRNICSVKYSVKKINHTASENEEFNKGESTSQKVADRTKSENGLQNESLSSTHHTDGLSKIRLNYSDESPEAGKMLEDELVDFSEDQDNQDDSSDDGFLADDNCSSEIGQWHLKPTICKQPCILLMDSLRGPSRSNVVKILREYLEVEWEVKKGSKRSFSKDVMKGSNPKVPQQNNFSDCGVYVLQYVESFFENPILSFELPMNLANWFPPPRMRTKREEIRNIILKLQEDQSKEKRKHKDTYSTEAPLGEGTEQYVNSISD
SENP1 FRET inh = inhibitors of human SENP1 SUMO protease catalytic domain; Q9P0U3; recombinant SENP1 catalytic domain, CyPet-SUMO1-YPet FRET cleavage; inhibition, % at 10 µM; 360,000 tested, 0.21% active; AID 624204;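 active = inhibition at least 30% at 10 µM, raw YFP signal under a set limit, fluorescence ratio 0.5 to 1.5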;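 note: 0% = enzyme with DMSO and 100% = no enzyme wells; some results filed as inactive read as strong as hits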
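Test system: recombinant human SENP1 catalytic domain, His6-tagged / Medium: pH 8 Tris buffer with EDTA, NaCl, BME, BSA, NP40, catalase / Also added: SUMO1 FRET substrate flanked by Cypet and Ypet, 25 nM / Times: 50 min reaction at room temperature / Signal: FRET, CFP and YFP emission / Control set: no-enzyme low control and enzyme-plus-DMSO high control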
SENP8 inh = SENP8 (human) protease inhibition | Q96LD8 | recombinant SENP8, Nedd8 substrate fluorescence | inhibition, % at 20 µM | 360,000 tested, 0.64% active | AID 602440; in the data active = inhibition mostly above about 40%, no sharp cut-off; inactive = mostly below about 27%
PfG6PD inh = PfG6PD (Plasmodium falciparum) enzyme inhibition | inhibition, % at 20 µM | PfGluPho enzyme, NADPH resazurin-diaphorase fluorescence | AID 504690 | 350,000 tested, 0.78% active;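 active = inhibition reaching at least a set limit at 20 µM in the primary screen, cut at about 59% in these data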;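 note: 0% = DMSO wells with substrate and 100% = DMSO wells lacking glucose-6-phosphate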
MPTP block = permeability transition pore inhibition; isolated mouse mitochondria, Ca2+ swelling absorbance, 30 min; inhibition, % at 10 µM; 360,000 tested, 1.4% active;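 active = inhibition of 50% or more, scaled per plate between neutral and stimulator controls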;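 note: 0% = DMSO wells given calcium and 100% = 1 mM EGTA wells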
Active calls of the source: *; i = inactive; . = no result given. Only part of the results is shown. The share of hits here may be higher or lower than overall.

SMILES	hIAP act	ATG4B inh	NR3A LBD binder	SENP6 inh	SENP1 FRET inh	SENP8 inh	PfG6PD inh	MPTP block
NC(Cc1nc2ccccc2[nH]1)c1ccc(Cl)cc1 (configuration not stated)	1.4	-10	1	-7	1	-410	3	-0.9
COc1ccc(CCC(=O)N2CCC3(CC2)OCCO3)cc1	1.2	17	1	-13	0	9	-2	-1.4
CCCCCSc1cc(OC)c(CCNC)cc1OC	1	8	1	2	-2	17	8	86*
C#C[C@]1(O)CCC2C3C(=O)C=C4C(Cl)=CCC[C@]4(C)C3CC[C@@]21C (some centres not stated)	.	0	3	.	-141	-21	8	-0.2
Cc1cc(-c2cc(C)c(N)c(C)c2)cc(C)c1N	.	-2	2	.	-2	-6	22	-0.1
Cc1ccc2c(c1)C1CN(C)CCC1N2C(=O)c1ccco1 (configuration not stated)	1	6	-3	-3	-3	10	8	-0.3
OC1/C(=C/c2ccccc2F)N2CCC1CC2 (configuration not stated)	1	13	0	-10	2	9	-10	-2.2
Cc1nn(Cc2ccc(Cl)cc2Cl)c(Cl)c1C(=O)Nc1ccc(OC(F)F)cc1	0.95	5	5	-13	0	1	23	12
COc1cc(CNCCc2ccc3c(c2)OCO3)cc(OC)c1OC	1.1	-6	1	2	1	17	-3	-0.2
O=C(c1cc(S(=O)(=O)N2CCC3(CC2)OCCO3)ccc1F)N1CCC2(CC1)OCCO2	0.88	-10	0	-3	0	-2	13	1.8
O=C1NC(=O)C(=Cc2cc3c(cc2[N+](=O)[O-])OCO3)C(=O)N1	0.96	-4	-2	17	-37	-83	33	2.5
COc1ccc(-n2c(/C=C3/C(=O)Nc4ccccc43)nc3ccccc3c2=O)cc1	0.92	-5	2	-2	1	23	6	-0.1
CN(C)CCc1nn[nH]n1	0.99	-5	0	14	1	4	-5	-0.2
CC(C)CC(=O)Nc1ccc(S(=O)(=O)N2CC3CC(C2)c2cccc(=O)n2C3)cc1 (configuration not stated)	1	-5	1	-7	0	11	-5	-3.1
Cc1cc(N(CCCl)CCCl)ccc1C=Cc1ccncn1	.	-5	2	.	-32	i	17	-1.4
Cc1cc(C)cc(-n2c(O)c(C=Nc3ccc(N4CCOCC4)cc3)c(=O)[nH]c2=S)c1	1.1	0	-6	5	53	17	-6	0.6
Cn1c(O)c(C(=Nc2ccccc2)SCc2ccccc2Cl)c(=O)n(C)c1=O	0.95	-6	1	6	4	1	7	0.7
CC(C)(O)C(=O)Nc1ccc([N+](=O)[O-])c(C(F)(F)F)c1	0.91	5	2	0	0	8	15	-0.4
COc1ccc2c(c1)C1(C)CCN(C)CC(C1)C2O (configuration not stated)	.	.	.	.	-2	23	-20	0.4
c1ccc(CCNCc2cccnc2)cc1	0.96	-1	-1	1	2	12	3	-0.1
COP(=O)(Cc1ccc(C#N)o1)OC	1	-1	1	-3	2	15	5	1.7
COC(=O)[C@@H]1C[C@H]1[C@@H](NP(=O)(c1ccccc1)c1ccccc1)c1ccccc1	0.99	-2	-5	-18	0	16	-11	-0.1
O=c1[nH]c(=O)n(CCC2=CCCCC2)c(O)c1/C=N/Nc1cccc2ccccc12	1.1	13	0	3	-42	-288	-1	5.2
CN1CC=C2C(C#N)=C(N)C(C#N)(C#N)C(c3ccncc3)C2C1 (configuration not stated)	0.86	-12	1	25	-19	-498	-11	-2.4
COc1ccccc1N1CCN(CCc2c[nH]c3cc4c(cc23)OCO4)CC1	.	4	-1	.	-1	-38	23	1.3

(cont.)
SMILES	hIAP act	ATG4B inh	NR3A LBD binder	SENP6 inh	SENP1 FRET inh	SENP8 inh	PfG6PD inh	MPTP block
Cc1nc2ccccc2c(=O)n1-c1ccc(Cl)cc1Cl	1.2	4	-1	7	2	10	-4	0.2
CC(=Nc1c(C)n(C)n(-c2ccccc2)c1=O)c1c(O)n(Cc2ccccc2)c(=O)[nH]c1=O	0.81	-1	0	9	-2	10	-19	-3.0
O=C(CN1C(=O)CN=C(c2ccccc2Cl)c2cc(Cl)ccc21)NCc1ccco1	0.84	-3	-2	0	3	18	2	1.5
Cc1ccc(-n2c(O)c(/C=N/NC(=O)c3ccncc3)c(=O)[nH]c2=O)cc1C	1.5	8	-5	-26	-26	-162	-9	-0.7
Fc1cccc(F)c1-c1nc(-c2ccc(Cl)cc2)no1	0.79	9	2	71*	1	6	19	1.3
Cn1c(O)c(C=NC2CC3CCC2(C)C3(C)C)c(=O)[nH]c1=O (configuration not stated)	0.98	-8	-3	-15	0	18	-8	-1.1
COc1ccc(CCNCc2sccc2C)cc1OC	1.1	1	0	0	-1	15	-16	-0.1
O=P(OCC(F)(F)C(F)F)(N1CCCCC1)N1CCCCC1	1.1	-4	1	0	-2	18	-4	1.6
Oc1cc(Cl)c(Cl)c(Cl)c1Cl	.	13	-4	.	-1	18	-22	79*
COC(=O)C1=C(c2ccc(OC)c(OC)c2)C[C@@H]2CC[C@H]1N2C(=O)NCc1ccc(F)cc1	1	-4	-1	7	2	16	-8	-1.4
O=C1CC(=O)N(Cc2ccccc2)C(=O)N1CCCCCCN1C(=O)CC(=O)N(Cc2ccccc2)C1=O	0.92	1	0	-1	-21	-4	-15	-0.8
Cc1ccc(-n2c(O)c(C=Nc3ccc(S(N)(=O)=O)cc3)c(=O)[nH]c2=O)cc1	0.86	-7	1	-29	1	-45	4	-1.1
CN(C)CCCN=Cc1c(O)n(Cc2ccco2)c(=O)[nH]c1=O	1.1	-5	0	1	1	9	-2	0.3
CNC(=O)Oc1cc2c(cc1C(C)(C)C)CCC2	.	2	-1	.	1	-2	10	0.4
Cc1nc2ccccc2c(=O)n1-c1ccc(Br)cc1[N+](=O)[O-]	1	-5	0	2	0	3	-14	1.4
CCOC(=O)c1c(/N=C/C2C(=O)NC(=O)NC2=O)sc2c1CCC2	1	11	1	-16	-28	-61	-2	0.0
CC(=O)C1C(=O)NC23CCCCC2C1c1ccccc1O3 (configuration not stated)	0.84	-1	-1	11	1	9	-6	3.3
O=C(O)CSC(=S)N1CC2CC(C1)c1cccc(=O)n1C2 (configuration not stated)	1	-1	2	9	1	9	-20	-1.1
CC(C)[C@H]1C(=O)O[C@H](C(C)C)C(=O)N(C)[C@@H](C(C)C)C(=O)O[C@H](C(C)C)C(=O)N(C)[C@@H](C(C)C)C(=O)O[C@H](C(C)C)C(=O)N1C	0.97	-12	0	-20	1	22	1	-1.1
CCS(=O)(=O)N1CCCC(C(=O)N2CCC3(CC2)OCCO3)C1 (configuration not stated)	1	-6	5	-8	3	31	-5	-1.3
Nc1c2c(nc3sc4c(c13)CCCCC4)CCCC2	0.98	34	1	54*	1	13	21	88*
CCSc1cc(C2C(C#N)=C(N)Oc3n[nH]c(C)c32)c(C)o1 (configuration not stated)	1.2	-11	-1	0	-3	12	2	-2.8
COc1ccc(C=C2C(=O)N(C)C(=O)N(C)C2=O)cc1CSc1ccccn1	0.98	0	-8	-3	-1	34	15	5.6
C=Cn1ccnc1P(=S)(c1ccccc1)c1nccn1C=C	1.2	-6	-1	-9	-1	17	-16	0.1
C[C@]12CCC3C(CC[C@H]4[C@H](O)[C@H](O)CC[C@]34C)C1CC[C@@H]2O (some centres not stated)	.	-4	-4	.	-1	7	3	-1.0

Next records follow:
SMILES	hIAP act	ATG4B inh	NR3A LBD binder	SENP6 inh	SENP1 FRET inh	SENP8 inh	PfG6PD inh	MPTP block
Cc1cc(C)c(C)c(C(O)(C(=O)O)c2ccccc2)c1C (configuration not stated)	.	7	-4	.	1	1	12	0.0
Cc1cccc(NC(=O)CN2CCN(C(=O)COc3cccc(Br)c3)CC2)c1C	0.97	-7	-2	-6	1	15	7	-0.2
Cc1cc(C)c(N=Cc2c(O)[nH]c(=O)[nH]c2=O)c(C)c1	1	9	-1	-3	1	-8	14	0.3
COC(=O)C1=C(c2ccc(OC(F)(F)F)cc2)C[C@@H]2CC[C@H]1N2C(=O)NCc1cccc2ccccc12	1	8	0	13	3	14	-15	-0.1
CN1C(=O)C(=Cc2ccc(N3CCOCC3)o2)C(=O)N(C)C1=O	0.74	6	-1	-21	15	38	2	-1.0
CN1CC=C(c2c[nH]c3ccccc23)CC1	0.91	-5	5	-18	-12	-28	4	-1.8
CCC(C)(C)c1ccc(O)cc1	0.91	8	0	0	1	13	2	-0.7
CC(=O)OC1=CC[C@H]2[C@@H]3CC[C@H]4C[C@H](OC(C)=O)[C@@H](OC(C)=O)C[C@]4(C)[C@H]3CC[C@]12C	1	-1	-2	-10	2	2	2	-1.1
Cc1nn(-c2ccccc2)c2c1CC1(C(=O)N(C)C(=O)N(C)C1=O)C1CCCCN21 (configuration not stated)	1	-5	1	-11	1	18	-2	-1.2
c1ccc2c(c1)CNCc1cnnn1-2	.	-9	2	.	-2	8	15	-2.2
C=CCn1c(O)c(/C=C/C=Nc2ccccc2)c(=O)[nH]c1=O	1.1	-2	-4	5	-28	28	-4	-0.3
Cc1ccccc1N1C(=O)NC(=O)/C(=C\c2cc(C)n(C)c2C)C1=O	1	-6	-11	-12	-3	-2	6	-0.4
COc1cc(O)c(C(=O)O)c(-c2cc(O)c(O)cc2C)c1	1	-8	0	11	-7	66*	105*	0.1
CN(C)CCN(CC1CCCN(Cc2ccccc2F)C1)C(=O)Cc1ccc(F)c(F)c1 (configuration not stated)	0.96	-6	-2	19	-1	6	3	0.5
CC1=C(C(=O)O)N2C(=O)[C@@H](NC(=O)CCCC(=O)O)[C@H]2SC1	0.97	-20	-1	-10	3	20	39	1.3
CC1CCC2C(C)C(=O)OC3OC4(C)CCC1C32OO4 (configuration not stated)	0.86	17	-1	15	-1	8	-8	-0.2
CN1C(=O)/C(=C/c2ccc(N3CCCCCC3)o2)C(=O)NC1=S	1	7	0	-32	81*	15	7	2.3
CN(C(=O)Oc1ccc(F)cc1)c1ccccc1	1.1	-3	-2	-10	3	13	1	0.8
Oc1ccc(C2=CCNCC2)cc1O	0.89	5	-3	-17	6	27	45	0.8
C/C(=N\Nc1ccccc1)c1c(O)n(Cc2ccccc2)c(=O)[nH]c1=O	0.84	-3	1	-1	1	14	1	0.6
COc1cc2[nH]c(C(=O)N3CCC4(CC3)OCCO4)cc2c(OC)c1OC	1	7	0	7	0	-83	-6	-0.1
COc1ccc(CCN(C)Cc2ccc(F)cc2F)cc1OC	1	-2	.	-7	4	16	3	0.3
CNC(=S)N(C)CCc1cc2c(c(OC)c1/C=C1/C(=O)NC(=O)N(C)C1=O)OCO2	1.1	0	1	-2	-4	4	16	15
CCCCn1c(O)c(C(C)=NCc2ccc(F)cc2)c(=O)[nH]c1=O	0.96	-2	5	-6	-1	8	-18	-0.6
Cc1ccccc1OCCCn1cc(C(=O)C(=O)N2CCOCC2)c2ccccc21	0.94	-3	0	9	1	12	3	2.9

Laid out differently: results already given.
SMILES,hIAP act,ATG4B inh,NR3A LBD binder,SENP6 inh,SENP1 FRET inh,SENP8 inh,PfG6PD inh,MPTP block
COc1cc2[nH]c(C(=O)N3CCC4(CC3)OCCO4)cc2c(OC)c1OC,1,7,0,7,0,-83,-6,-0.1
COc1ccc(CCN(C)Cc2ccc(F)cc2F)cc1OC,1,-2,.,-7,4,16,3,0.3

Continued.
SMILES	hIAP act	ATG4B inh	NR3A LBD binder	SENP6 inh	SENP1 FRET inh	SENP8 inh	PfG6PD inh	MPTP block
COc1ccc(Cn2c(N)c(C(=O)NCc3ccco3)c3nc4ccccc4nc32)cc1	1.2	-7	-3	58*	-25	-415	15	0.0
O=C1NC(=O)C(CCc2ccncc2)(CCc2ccncc2)C(=O)N1Cc1ccc(F)cc1	1.2	-3	0	-3	2	2	-8	-1.5
Cc1ccnc(-n2c(-c3ccco3)nc3ccccc3c2=O)c1	1.1	14	-7	-15	-1	2	5	-0.6
COC(=O)C1=C(c2ccc3ccccc3c2)C[C@@H]2CC[C@H]1N2C(=O)N1CCOCC1	1.1	-7	0	2	1	19	-3	0.4
Cc1ccc(C)c(Cn2c(C(=O)O)c(C=O)c3ccccc32)c1	0.91	-5	0	-3	85	-1	0	2.3
CCn1c(O)c(C=NCc2cccs2)c(=O)[nH]c1=O	1	-5	1	-13	-1	22	-2	-1.2
